Source: PubChem (National Center for Advancing Translational Sciences (NCATS))
BRCA1 expr up – BRCA1 expression activation | MCF7-BRCA1-FFLuc reporter, luminescence, 48 h; response scale: scaled: vehicle 0%, 10 µM genistein 100% | Potency, µM (doses to about 46.1 µM), for the others: top-dose activation, usual class: activators | 380,000 tested, 1.1% active | AID 624202; note: potency is the fitted concentration of half-maximal effect; nearly all actives have a fitted effect of over 80% in size; some results filed as inactive show a strong effect at the top dose
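Reporter cells (MCF7, BRCA1 promoter-firefly luciferase) received library compounds across a concentration series for 48 h. End-point luminescence was measured and concentration-effect curves derived after normalization.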
TRPV1 ag – human TRPV1 agonism; Q8NER1; TRPV1-expressing cells, Fluo-8 calcium influx, agonist mode; activation, % at 8.33 µM; 320,000 tested, 0.19% active; in the data active = activation above about 80%; inconclusive = between about 30% and that limit; note: 0% is about no effect
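TRPV1-expressing cells were cultured overnight at 35.5C and loaded with Fluo-8 calcium dye for 40 to 90 min at room temperature. After a 10 s baseline, compound was added and calcium influx was read kinetically for 3 min (ex 480/em 520 nm).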
p53 reactivation – mutant p53 re-activation in reporter cells; 320,000 tested, 0.063% active; Potency, µM (titrated, usually from 92.2 µM), for inactives: at the top dose activity change, positive = activation, usual class: activators; AID 504706; H1299 p53-A138V BP100-luciferase reporter, luminescence, 24 h; note: potency is the fitted concentration of half-maximal effect; % of control where 0% means no effect; nearly all actives have a fitted effect of over 45% in size
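H1299 (p53-null), stable ts p53-A138V + BP100-Luc; 1000 cells/well, Opti-MEM/10% FBS; cpd 4 pt, 1:5; 24 h, 37 deg C, 5% CO2; detection reagent 10 min RT; luminescence.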
NPC1 promoter act – NPC1 promoter activation; 320,000 tested, 2.4% active; Potency, µM (top dose mostly 9.22 µM), inactives show top-dose activation, hits mostly activators; AID 485313; Huh7 NPC1 promoter luciferase reporter, 24 h;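 note: potency is the fitted concentration of half-maximal effect; % of control where 0% means no effect; nearly all actives have a fitted effect of over 60% in size; reporter is driven by a mutant NPC1 promoter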
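Huh7 reporter cells (NPC1 promoter driving luciferase) are dosed with compound for 24 h at 37 °C, 5% CO2; luciferase detection reagent is then added and luminescence measured after 10 min at ambient temperature.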
ELG1 genotox – genotoxicity induction in ELG1-luciferase HEK293T cells; HEK293T ELG1-luciferase reporter, luminescence, 16 h; 330,000 tested, 1.3% active; AID 504466; Potency, µM (doses to about 46 µM), for inactives: at the highest dose activity change, positive = activation, hits mostly activators; note: potency is the fitted concentration of half-maximal effect; % of control where 0% means no effect; nearly all actives have a fitted effect of over 60% in size
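Luminescence read-out: rising ELG1-luciferase signal, reflecting elevated ELG1 protein under genetic stress, flags genotoxic compounds. Cells were treated for 16 hr at 37 °C before ONE-Glo detection.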
Tb PFK inh – T. brucei PFK enzyme inhibition. O15648. T. brucei PFK, ADP-Glo luminescence. Potency, µM (series often up to 57.5 µM), for the others: top-dose activity, negative = inhibition, usual class: inhibitors. 330,000 tested, 0.17% active;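 note: potency is the fitted concentration of half-maximal effect; 0% = uninhibited 1x PFK enzyme wells and -100% = no-enzyme wells; nearly all actives have a fitted effect of over 60% in size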
Target sequence (O15648 whole entry, looked up): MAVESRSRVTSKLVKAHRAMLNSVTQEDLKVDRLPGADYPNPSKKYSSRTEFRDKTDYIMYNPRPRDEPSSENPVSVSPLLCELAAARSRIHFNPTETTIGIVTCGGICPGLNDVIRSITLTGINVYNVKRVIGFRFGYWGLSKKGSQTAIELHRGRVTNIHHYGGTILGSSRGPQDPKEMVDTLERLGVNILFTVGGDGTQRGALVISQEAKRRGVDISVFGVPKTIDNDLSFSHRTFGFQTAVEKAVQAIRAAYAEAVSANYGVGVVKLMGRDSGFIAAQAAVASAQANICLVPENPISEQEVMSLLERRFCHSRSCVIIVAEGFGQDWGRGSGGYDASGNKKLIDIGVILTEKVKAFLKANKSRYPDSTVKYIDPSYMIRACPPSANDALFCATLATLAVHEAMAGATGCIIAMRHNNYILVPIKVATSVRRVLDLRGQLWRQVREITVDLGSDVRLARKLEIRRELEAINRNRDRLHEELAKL
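Luminescent ADP detection (ADP-Glo, two-step: ATP depletion then ADP-to-ATP conversion for luciferase) reported PFK activity after 45 min room-temperature reaction of 1.25 nM enzyme with 0.5 mM F6P and 0.1 mM ATP at pH 8.0.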
ELG1 DNA repair – inhibitors of ELG1-dependent DNA repair in HEK293T cells; AID 504467; 330,000 tested, 2.3% active; Potency, µM (top dose mostly 46.1 µM), for inactives: top-dose activity change, negative = inhibition, hits mostly inhibitors; HEK293T ELG1-luciferase reporter, luminescence, 16 h; DNA damage induced by 5-fluorouridine; note: potency is the fitted concentration of half-maximal effect; % is set by controls: 0 for no effect and ±100 for the full control effect; nearly all actives have a fitted effect of over 55% in size
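HEK293T cells expressing luciferase-tagged ELG1 (2,000/well) received 5-Fluorouridine plus compound or DMSO for 16 hr at 37 °C. Luciferase was read by ONE-Glo luminescence after 30 min at room temperature.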
VP16 counter – inhibits Gal4-VP16 luciferase reporter, ROR gamma counter-screen. AID 2546. Potency, µM (series often up to 53.6 µM), for the others: at the highest dose activity, negative = inhibition, most hits filed as inhibitors. 310,000 tested, 3.5% active. Drosophila S2 Gal4-VP16 UAS-luciferase, luminescence, 20 h;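 note: Gal4-VP16 expression switched on by copper sulfate through the metallothionein promoter; potency is the fitted concentration of half-maximal effect; % is set by controls: 0 for no effect and ±100 for the full control effect; nearly all actives have a fitted effect of over 50% in size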
RORgamma inh – blocks mouse ROR gamma transcriptional activity; P51450; Drosophila S2 Gal4-RORgamma UAS-luciferase reporter, 20 h; Potency, µM (series often up to 53.6 µM), for the others: at the highest dose activity change, negative = inhibition, hits mostly inhibitors; 310,000 tested, 5.4% active; AID 2551; note: potency is the fitted concentration of half-maximal effect; % is set by controls: 0 for no effect and ±100 for the full control effect; nearly all actives have a fitted effect of over 60% in size
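A Gal4/UAS one-hybrid system in insect cells: metallothionein-promoter Gal4–ROR gamma fusion plus Photinus luciferase reporter. Copper sulfate 700 uM final, 20 hr ambient incubation, luminescent detection after 10 min with reagent.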
FLuc modulator – inhibits or activates purified firefly luciferase, miR-21 counter-screen. 360,000 tested, 6.9% active. purified FLuc, Km substrates, luminescence inhibition. Potency, µM (titrated, usually from 57.5 µM), for the others: at the top dose activity change, negative = inhibition, most hits filed as inhibitors. P08659;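 note: potency is the fitted concentration of half-maximal effect; plate controls were vehicle for no effect and reference inhibitor for full effect; nearly all actives have a fitted effect of over 55% in size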
Target sequence (P08659 whole entry, looked up): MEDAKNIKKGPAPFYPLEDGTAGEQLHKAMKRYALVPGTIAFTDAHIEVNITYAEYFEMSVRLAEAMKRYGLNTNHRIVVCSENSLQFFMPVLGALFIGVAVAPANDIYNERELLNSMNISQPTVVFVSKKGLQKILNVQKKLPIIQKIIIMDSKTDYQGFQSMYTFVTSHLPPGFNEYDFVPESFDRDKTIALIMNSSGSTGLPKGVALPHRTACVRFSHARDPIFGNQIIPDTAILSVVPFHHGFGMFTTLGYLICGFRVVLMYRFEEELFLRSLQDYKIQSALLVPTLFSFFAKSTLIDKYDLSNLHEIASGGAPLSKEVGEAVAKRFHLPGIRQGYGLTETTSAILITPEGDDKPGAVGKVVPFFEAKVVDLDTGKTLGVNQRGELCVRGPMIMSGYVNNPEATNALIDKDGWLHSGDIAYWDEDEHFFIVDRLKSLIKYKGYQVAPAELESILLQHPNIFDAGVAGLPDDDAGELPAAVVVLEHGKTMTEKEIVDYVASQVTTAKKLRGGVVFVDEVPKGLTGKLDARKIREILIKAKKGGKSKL
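Biochemical qHTS of compounds, final roughly 60 µM downward over six points, against 10 nM purified firefly luciferase using Km concentrations of substrates (10 uM D-luciferin, 10 uM ATP) in Tris acetate pH 7.5 buffer; luminescence output.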
Rab9 prom act – Rab9 promoter activation; Huh7 Rab9 promoter-luciferase reporter, luminescence, 24 h; Potency, µM (titrated, usually from 9.22 µM), for the others: at the top dose activation, negative = inhibition, most hits filed as activators; 320,000 tested, 2.8% active; note: potency is the fitted concentration of half-maximal effect; % of control where 0% means no effect; nearly all actives have a fitted effect of over 60% in size
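Promoter activation is measured as luciferase luminescence in Huh7 cells stably transfected with a Rab9 promoter–luciferase construct, following 24 h compound exposure at 37 °C and 10 min reagent incubation at ambient temperature.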
* hit, by the source's call; ? = inconclusive; . = not tested or not shown; & = joins results of further samples; [ ] = another dose, or the depositor's remark. Unless noted, calls come from the whole dose curve; as a rule, active = well fitted curve in the direction sought with a large enough effect; inconclusive = small, poorly fitted or top-dose-only effect, or another doubt; inactive = no such curve, though single readings can be large; an effect the other way counts as inactive or inconclusive.

structure,BRCA1 expr up,TRPV1 ag,p53 reactivation,NPC1 promoter act,ELG1 genotox,Tb PFK inh,ELG1 DNA repair,VP16 counter,RORgamma inh,FLuc modulator,Rab9 prom act
CCN(c1cccc(C)c1)C1C(=O)c2ccccc2N1C(C)=O (centres undefined),-22%,1,-4%,-4%,-4%,-3%,-14%,7%,0%,-4%,12%
CC12CCC(C(=O)NNC(=O)c3ccccc3)(OC1=O)C2(C)C (centres undefined),6%,2,6%,-5%,1%,0%,2%,?,6%,0%,1%
O=C(CCN1CCN(Cc2ccccc2)CC1)NNC(=O)Nc1cccc(Cl)c1,6%,?,2%,2%,2%,5%,-2%,5%,16%,3%,6%
Cc1cc(NC(=O)CSc2nnc(C)n2-c2ccccc2C)no1,-10%,-5,2%,0%,1%,2%,0%,10%,-3%,0%,-6%
NC(=O)c1nn(CC(=O)Nc2cccc(S(=O)(=O)N3CCCC3)c2)c(=O)c2ccccc12,-5%,0,17%,-6%,9%,0%,-17%,.,.,3%,-3%
O=C(c1ccccc1NS(=O)(=O)c1cccs1)N1CCOCC1,3%,-1,0%,-7%,0%,2%,9%,2%,-7%,5%,-6%
CCN1C(=O)C2C(c3cccc(F)c3)NC(CC)(C(=O)OC)C2C1=O (centres undefined),1%,2,11%,0%,-1%,0%,2%,-10%,5%,17%,-2%
COc1ccc(/C=C/C(=O)OCC(=O)N2CCCC2)c(OC)c1,-4%,-4,3%,0%,9%,?,27%,.,.,-30%,1%
COc1nc(N(C#N)CC(N)=O)nc(N2CCCC2)n1,-1%,-3,-8%,-1%,2%,-2%,15%,1%,-5%,0%,-1%
CCC(=O)Nc1c(-c2ccc(OC)cc2)c(=O)c2ccccc2n1C,4%,1,0%,1%,-3%,-11%,1%,-4%,?,0%,-1%
COc1ccccc1N(CN1CCCC1=O)C(=O)c1ccccc1F,3%,1,-4%,-3%,1%,-1%,-4%,2%,-12%,-1%,-5%
Cc1cc(C)nc(N/N=C/c2cc(Br)ccc2O)n1,-56%,2,17%,-6%,?,-2%,?,18µM*,3.2µM*,8.5µM*,-7%
COc1ccccc1-c1nnc(-c2ccc(N3CCOCC3)cc2)o1,57%,3,8%,?,16%,19%,?,3%,-4%,19µM*,?
CCCCN1C(=N)N([C@@H](CCC)CN2CCC[C@H]2CN2C(N)=NC[C@@H]2Cc2ccccc2)C[C@H]1Cc1ccccc1,-8%,.,-1%,.,0%,0%,0%,.,.,.,.
CC(=O)O/N=C/c1c(C)c(C=O)n2ccccc12,6%,2,-5%,2%,-5%,-4%,-5%,-14%,-44%,4%,-3%
COc1ccc(S(=O)(=O)NCCc2c[nH]c3ccc(C)cc23)cc1,-8%,0,.,2%,-1%,3%,8%,11%,?,5%,1%
C=CCn1c(COc2ccccc2C)nnc1SCC(=O)O,1%,-1,-1%,-7%,3%,-5%,-6%,-2%,-4%,9%,3%
O=C(CSc1ncn[nH]1)Nc1ccccc1-c1ccccc1,2%,-3,-13%,-7%,0%,0%,-10%,-3%,23%,-4%,0%
COc1cccc(C2/C(=C(/O)c3ccc4c(c3)CC(C)O4)C(=O)C(=O)N2CC2CCCO2)c1 (centres undefined),1%,2,24%,1%,-2%,-5%,14%,-6%,10%,2%,-2%
Cc1cc2c(c(SCC#N)n1)C(=O)OC2,4%,-3,4%,0%,-1%,-4%,7%,-10%,1%,0%,-1%
CNC(=O)N(O)C1N(/N=C/c2ccc(C)cc2)C(=S)SC1(C)C (centres undefined),10%,-6,-3%,1%,1%,1%,2%,6%,5%,-6%,-13%
Cn1c2c(c(=O)n(C)c1=O)C(c1ccccc1OC(F)F)C1=C(CCCC1=O)N2 (centres undefined),1%,-3,-1%,-2%,1%,4%,2%,-3%,-11%,4%,4%
O=C(Cc1c(Cl)cccc1Cl)N1CCN(S(=O)(=O)c2cccs2)CC1,-14%,-2,-1%,-2%,0%,8%,-9%,.,.,3%,0%
CCn1c(=O)cc(SCC(=O)NCc2ccc(C)cc2)c2ccccc21,-60%,0,-7%,1%,3%,-8%,-6%,3%,-8%,2%&0%,-7%
C=CCCOc1ccccc1C(N)=O,-9%,-5,-5%,1%,0%,-4%,0%,-4%,-8%,-1%,5%
Cc1ccc(-c2csc(NC(=O)C3CCN(S(=O)(=O)c4cccs4)CC3)n2)cc1,-56%,-2,-7%,-26%,14%,-1%,-3%,-4%,?,2%,-37%[inhibitor]
COC(=O)c1nn(-c2ccc(OC)cc2)c(=O)cc1Oc1cccc(Cl)c1,0%,-1,-5%,-1%,0%,0%,-9%,12%,5%,7%,2%
Cc1cc(NS(=O)(=O)c2ccc(NC(=O)Nc3cccc(Cl)c3)cc2)no1,1%,-3,-3%,1%,-1%,?,2%,-2%,8%,2%,1%
Cc1nc2ccccc2cc1C(=O)N/N=C/c1ccc([N+](=O)[O-])cc1,-5%,3,-4%,-4%,-1%,0%,-6%,12%,?,1%,-3%
Cc1ccc(S(=O)(=O)N2CCN(C(=O)CN3CCCSc4ccccc43)CC2)cc1,-21%,7,1%,-5%,-6%,-8%,-23%,.,.,.,-6%
CN(Cc1nccs1)C(=O)C1CCC(=O)N(Cc2ccccc2F)C1 (centres undefined),-25%,-3,7%,-2%,1%,-2%,-6%,-14%,15%,5%,14%
COC(=O)/C(=C1/Oc2ccc(C(C)(C)C)cc2S1)C(F)(F)F,67%,0,9%,?,?,0%,?,-15%,14%,4.8µM*,?
COc1ccc(NC(=O)CN2C(=O)CSC2=O)cc1,-13%,0,2%,-1%,1%,-3%,12%,-10%,5%,-17%,-3%
CC(C)/C=C/CN1CCN(CCCc2ccccc2)C(CCO)C1 (centres undefined),0%,4,6%,0%,-6%,-1%,-9%,-1%,3%,-3%,-3%
COc1cccc(CN(CC(=O)NCC2CCCO2)C(=O)CCC(=O)Nc2cc(C)on2)c1 (centres undefined),6%,1,3%,-13%,0%,0%,-3%,-2%,0%,7%,6%
COc1cc(/C=N/N(c2ccccc2)c2ccccc2)ccc1O,-82%[inhibitor],2,-2%,-1%,1%,-2%,-3%,?,1%,19µM*,-1%
Cc1ccc(S(=O)(=O)N2CCCC2)cc1C(=O)NCCOc1ccccc1,-8%,24,0%,-10%,0%,2%,5%,.,.,1%,-6%
O=C1C2C3C=CC(C4CC34)C2C(=O)N1Cc1ccccc1 (centres undefined),2%,10,-3%,-3%,-4%,-1%,-13%,-3%,?,-7%,9%
Cc1ccc2oc(=O)n(CCOc3ccccc3Cl)c2c1,2%,9,0%,-1%,-2%,-1%,0%,6%,-7%,-1%,-6%
Cc1nnc(C)n1/N=C/c1cccs1,-1%,-1,0%,-2%,3%,1%,0%,4%,-42%,-1%,-3%
Fc1ccccc1NC(=S)NCCc1ccccc1,?,?,?,?,6%,-3%,?,?,6.3µM*,?,?
Cn1cc(/C=C/C(=O)c2ccccc2)c2ccccc21,?,29,?,1.6µM*,1.8µM*,-3%,?,-5%,?,0.54µM*,1.3µM*
O=C(CSc1nnc(-c2ccc(Cl)cc2)n1Cc1ccco1)Nc1ccc2c(c1)OCCO2,-8%,-4,-4%,1%,-8%,3%,?,1%,?,-12%,-6%
COC(Cn1c(C)c(C(C)=O)c(C(C)=O)c1C)OC,-12%,2,1%,-2%,0%,-1%,9%,-1%,-13%,0%,0%
OCC1(CCCc2ccccc2)CCN(C2CCC2)CC1,-19%,0,-9%,1%,0%,0%,-5%,-1%,-11%,2%,0%
CN(Cc1ccccc1)C(=O)C(=O)c1cn(CC(=O)N2CCCC2)c2ccccc12,-3%,-5,-11%,1%,-2%,-1%,?,-8%,26%,-1%,-5%
